# Bioassay records from PubChem BioAssay.
# MITF inh: human MITF inhibition, primary screen; O75030; AlphaScreen MITF homodimerization, bead proximity signal; inhibition, % at 2.6 µM; actives 0.91% (n = 650,000); in the data active = inhibition above about 50%;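 note: 0% = vehicle wells with protein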
# TEAD-YAP inh: TEAD-YAP interaction inhibition | HEK-TIYL cells, TEAD-Gal4/YAP UAS-luciferase luminescence | inhibition, % at 9.12 µM | actives 1.4% (n = 640,000); in the data active = inhibition above about 32%;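 note: 0% = median of test compound wells and 100% = reference inhibitor wells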
# GPR151 activ: activators of human GPR151 | Q8TDV0 | PathHunter beta-arrestin GPR151 cells, luminescence | activation, % at 11.2 µM | actives 1% (n = 650,000) | AID 1508602; in the data active = activation above about 4.9%;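 note: 0% = median of compound wells and 100% = cells with positive control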
# Target sequence (Q8TDV0 whole entry, looked up): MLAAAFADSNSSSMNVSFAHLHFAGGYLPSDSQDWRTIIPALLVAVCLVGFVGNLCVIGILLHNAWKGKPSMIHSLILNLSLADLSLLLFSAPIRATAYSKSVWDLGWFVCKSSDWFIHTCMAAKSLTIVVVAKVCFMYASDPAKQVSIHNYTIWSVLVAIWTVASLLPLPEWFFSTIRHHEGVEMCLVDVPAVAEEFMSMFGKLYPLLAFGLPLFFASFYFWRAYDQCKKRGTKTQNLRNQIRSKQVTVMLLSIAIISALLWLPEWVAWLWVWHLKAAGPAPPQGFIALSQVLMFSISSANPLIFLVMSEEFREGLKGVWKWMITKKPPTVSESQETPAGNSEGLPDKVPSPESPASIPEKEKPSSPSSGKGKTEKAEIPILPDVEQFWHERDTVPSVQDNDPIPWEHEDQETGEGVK
# FBW7 act: activators of human E3 ligase FBW7; AlphaScreen FBW7–phospho-cyclin E peptide binding, activator screen; normalized activity (activation), % at 26.1 µM; actives 0.13% (n = 650,000); in the data active = normalized activity above about 1.9%;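 note: purified mutant Fbw7 with reduced substrate affinity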
# Target sequence (Q969H0 whole entry, looked up): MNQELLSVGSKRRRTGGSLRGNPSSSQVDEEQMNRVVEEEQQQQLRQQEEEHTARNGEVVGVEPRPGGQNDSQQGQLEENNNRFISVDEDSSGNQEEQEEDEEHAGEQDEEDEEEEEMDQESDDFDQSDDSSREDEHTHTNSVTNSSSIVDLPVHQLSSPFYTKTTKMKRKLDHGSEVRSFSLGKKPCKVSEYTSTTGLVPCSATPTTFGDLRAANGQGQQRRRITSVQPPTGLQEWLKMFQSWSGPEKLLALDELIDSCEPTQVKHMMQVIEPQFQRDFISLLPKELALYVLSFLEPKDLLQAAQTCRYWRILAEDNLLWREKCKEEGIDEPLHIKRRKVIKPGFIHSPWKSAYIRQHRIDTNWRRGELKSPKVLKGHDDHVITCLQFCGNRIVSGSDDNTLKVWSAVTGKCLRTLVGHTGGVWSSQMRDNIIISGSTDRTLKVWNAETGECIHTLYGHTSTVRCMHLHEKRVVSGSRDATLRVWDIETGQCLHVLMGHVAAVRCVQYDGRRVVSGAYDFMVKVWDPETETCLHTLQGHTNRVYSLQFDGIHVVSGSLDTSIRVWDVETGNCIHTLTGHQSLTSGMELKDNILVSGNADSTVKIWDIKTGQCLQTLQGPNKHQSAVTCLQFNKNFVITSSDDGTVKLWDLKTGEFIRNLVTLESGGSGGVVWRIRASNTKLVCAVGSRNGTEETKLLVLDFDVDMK
# An asterisk follows results filed as active; . = no result given.
# Under each structure: MITF inh	TEAD-YAP inh	GPR151 activ	FBW7 act
> Cc1ccccc1-n1c(C)cc(/C=N/NC(=O)c2cccnc2)c1C
→ 5	-12	0.0	0.0
> O=C1CSC(c2cccc([N+](=O)[O-])c2)N1c1ccc(Cl)cn1 (configuration not stated)
→ 15	-11	1.9	1.0
> Cn1c(Cc2csc(N)n2)nnc1SCC(=O)Nc1ccccc1C(F)(F)F
→ -2	5	0.7	-1.0
> CC(=O)N1CCN(c2cc(NCC3CCCO3)c(F)cc2[N+](=O)[O-])CC1 (configuration not stated)
→ -7	13	0.9	0.3
> Cc1c(C(=O)C(C)C)n(C)c2ccccc12
→ 17	4	0.2	0.8
> COc1cc(NC(=O)c2cccc(Br)c2)c(C(=O)O)cc1OC
→ 5	8	0.3	-0.1
> CCNc1nccc(NCCO)n1
→ 0	-7	1.7	0.0
> Cc1ccc(-n2nc3c(c2NC(=O)c2ccc(S(=O)(=O)N4CCCCC4)cc2)CSC3)c(C)c1
→ -11	-10	0.8	0.0
> CCCS(=O)(=O)Nc1cc(N2CCCS2(=O)=O)ccc1C
→ 4	3	0.4	-0.1
> O=C(Nc1ccc2oc(-c3cc(I)ccc3Cl)nc2c1)c1ccc(Cl)c([N+](=O)[O-])c1
→ 7	6	0.8	0.2
> CCOC(=O)c1c(NC(=O)C2CC=CCC2C(=O)O)sc(C)c1CC (configuration not stated)
→ -12	14	3.8	-0.3
> O=C(Nc1ccc(C(=O)N2CCCCC2)cc1)c1ccccc1Cl
→ -5	-1	-0.1	-0.1
> COc1cccc(CN2CCCC(C(=O)NN)C2)c1OC (configuration not stated)
→ 55*	27	-0.3	-0.2
> O=C(CCc1ccccc1)Nc1cccc(F)c1
→ 15	-48	-1.4	0.1
> OCCCc1nc2ccccc2[nH]1
→ 14	3	-0.9	0.0
> Cc1cccc(C(=O)NC(=S)Nc2nc3ccccc3s2)c1
→ -3	-39	0.3	-0.1
> CCOC(=O)c1cnc2c(C)cccc2c1Nc1cccc(C(=O)O)c1
→ -1	-3	0.5	0.0
> Cc1cccc(NC(=O)N(CC(=O)Nc2sc(C)c(C)c2C(N)=O)C2CCCC2)c1
→ 16	3	-0.8	0.0
> Cc1occc1C(=O)N(C)C(Cc1ccccc1F)C1CCN(C(=O)C2(C)CC2)CC1 (configuration not stated)
→ 20	9	0.2	0.1
> O=C(CC1C(=O)NCCN1Cc1ccc2ccccc2c1)NCCN1CCCC1 (configuration not stated)
→ 3	1	0.2	-0.1
> O=C(O)c1ccc2c(c1)[nH]c(=O)n2C1CCCC1
→ 24	-6	-0.5	0.7
> COCCOC(=O)C1=C(N)OC2=C(C(=O)CCC2)C1c1cccnc1 (configuration not stated)
→ 4	-3	-0.8	0.1
> O=C(Cn1nnc(-c2ccc(Cl)cc2)n1)NC1CCN(Cc2ccccc2)CC1
→ 1	5	1.9	0.0
> C/C(=N\O)C(=O)NCCCNCCCNC(=O)/C(C)=N/O
→ -18	-7	-0.4	0.1
> Fc1ccccc1CN1CCc2nncn2CC1
→ -14	1	-0.7	-0.2
> COC(=O)[C@@H]1C[C@@H](NC(=O)c2ccccc2OC)CN1Cc1ccccc1Cl
→ 2	-2	-1.7	0.0
> COc1ccc(NC(=O)CCC(=O)c2ccc(C)cc2)cn1
→ 9	8	-0.3	-0.2
> COc1ccc2c(c1)C1NC(=S)N(c3cccc(Br)c3)C(C)(O2)C1C(=O)Nc1ccc(C)cc1C (configuration not stated)
→ 11	1	0.5	-0.2
> OCCNc1ncnc2c1c(-c1ccccc1)cn2-c1ccccc1
→ -1	-1	-1.0	-0.2
> CN(Cc1ccccc1)S(C)(=O)=O
→ 15	-2	-2.6	0.2
> O=C(N/N=C/C=C/c1ccccc1)c1cc(-c2cccc([N+](=O)[O-])c2)n[nH]1
→ 9	0	1.3	0.1
> COCCN1C(=O)C(=O)/C(=C(/O)c2ccc(OC)cc2)C12C(=O)N(C)c1ccccc12 (configuration not stated)
→ 4	15	-0.7	0.0
> O=C(Oc1ccccc1Br)c1ccc([N+](=O)[O-])cc1[N+](=O)[O-]
→ -3	-6	0.9	-0.1
> CCOc1ccccc1NC(=O)c1cc(S(=O)(=O)N2CCCc3ccccc32)ccc1F
→ 1	2	-0.7	0.1
> CCCCC/C=C/C/C=C/CCCCCCCC(=O)O
→ 2	.	2.7	.
> CC(Oc1cccc(Cl)c1)C(=O)O/N=C(\N)c1ccc([N+](=O)[O-])cc1 (configuration not stated)
→ 21	1	-1.3	-0.3
> O=C(Nc1ccc(F)cc1)Nc1ccccc1Br
→ -3	-41	-4.2	0.0
> O=C(CCc1c[nH]c2ccccc12)N1CCN(C(c2ccc(F)cc2)c2ccc(F)cc2)CC1
→ -7	-5	0.7	-0.1
> COc1cccc2cc(C(=O)N(C)C3CCN(C)CC3)c(=O)oc12
→ 4	0	0.5	0.1
> COc1ccc(C(=O)NCC(=O)N/N=C(/C)c2ccc(C)o2)cc1OC
→ -9	-4	0.0	0.0

# Record cards, as listed above. Screens in order: MITF inh | TEAD-YAP inh | GPR151 activ | FBW7 act
# Entry for COCCOC(=O)C1=C(N)OC2=C(C(=O)CCC2)C1c1cccnc1 (configuration not stated) = 4 | -3 | -0.8 | 0.1
# Entry for O=C(N/N=C/C=C/c1ccccc1)c1cc(-c2cccc([N+](=O)[O-])c2)n[nH]1 = 9 | 0 | 1.3 | 0.1
# Entry for COc1ccc(NC(=O)CCC(=O)c2ccc(C)cc2)cn1 = 9 | 8 | -0.3 | -0.2
# Entry for Cc1cccc(C(=O)NC(=S)Nc2nc3ccccc3s2)c1 = -3 | -39 | 0.3 | -0.1
# Entry for O=C(Nc1ccc2oc(-c3cc(I)ccc3Cl)nc2c1)c1ccc(Cl)c([N+](=O)[O-])c1 = 7 | 6 | 0.8 | 0.2

# Further records:
# Under each structure: MITF inh	TEAD-YAP inh	GPR151 activ	FBW7 act
> O=C(/C=C/c1ccccc1)N1CCN(c2ccccc2F)CC1
→ 24	0	-1.5	0.1
> CCOc1ccc(/C=C2\N=C(c3cccc(F)c3)OC2=O)cc1
→ 18	0	0.1	0.2
> CC1CCCC(C)N1C(=O)COC(=O)c1cc2ccccc2oc1=O (configuration not stated)
→ 17	-40	0.8	0.2
> CC(C)(O)C(=O)NNc1ccccc1
→ 19	12	0.5	0.1
> O=C(/C=C/c1cccs1)NCCN1CCN(C(=O)/C=C/c2cccs2)CC1
→ 18	2	-1.0	0.3
> Cc1cnc(Nc2ccccc2)nc1NCc1cccnc1
→ 8	2	-0.9	-0.1
> CC(=O)c1ccc(NC(=O)C(Cc2ccccc2)n2cccc2)cc1 (configuration not stated)
→ 7	5	5.2*	0.0
> NS(=O)(=O)c1ccc(N/N=C/c2ccccc2Br)cc1
→ 0	-21	1.1	0.0
> NS(=O)(=O)c1ccc(CCn2c(-c3ccc(-c4ccccc4)cc3)csc2=Nc2ccccc2)cc1
→ 23	-18	1.6	-0.2
> O=C(Cn1c2ccccc2c(=O)c2cc(Cl)ccc21)Nc1ccc(Br)cn1
→ -10	-7	-0.6	0.1
> CC(C)(C)c1ccc(CSc2nc3ccsc3c(=O)n2CCCC(=O)NCCc2ccccc2)cc1
→ -1	4	2.9	-0.1
> O=C(O)Cn1c(-c2ccc(Cl)cc2)n[nH]c1=S
→ -6	-7	0.8	0.0
> COc1cc(C)ccc1OCC(=O)NN
→ 2	1	-0.9	0.3
> Cc1nnn(-c2ccc([N+](=O)[O-])cc2)c1C#N
→ -3	-3	0.4	0.2
> COc1ccc(C2CC(C(=O)NCC3CCCO3)N(C)S(=O)(=O)N2)cc1OC (configuration not stated)
→ -5	10	0.6	-0.1
> CCCc1noc(CN(C)CCN2CCOCC2)n1
→ 3	5	-0.1	0.1
> O=C(Nc1c2c(nn1-c1ccc(F)cc1)CS(=O)(=O)C2)c1cccc(F)c1
→ -9	-4	0.8	-0.1
> O=[N+]([O-])c1ccccc1/C=C/C=N/NC(=S)NCC1CCCO1 (configuration not stated)
→ -4	-8	-1.5	-0.2
> COc1ccc(/C=C2\C=C(c3ccccc3)N(c3cc(C)ccc3C)C2=O)cc1
→ -9	42*	0.4	0.0
> CC(CCc1ccccc1)NC(=O)C1C2C=CC3(CN(Cc4cccs4)C(=O)C13)O2 (configuration not stated)
→ -10	7	-0.6	0.2
> CC1CN(CC(=O)N(C)CCC2CCCCO2)Cc2cc(Cl)ccc2O1 (configuration not stated)
→ -3	-3	0.4	0.1
> O=C(Nc1ccc(F)cc1)c1cc(S(=O)(=O)N2CCCCC2)cs1
→ -1	17	1.4	-0.2
> C=CCn1c(CCCO)n[nH]c1=S
→ 5	4	1.2	-0.2
> CCOC(=O)C(NC(=O)c1ccc(F)cc1)(Nc1sc2c(c1C#N)CCCCC2)C(F)(F)F (configuration not stated)
→ -9	-10	1.5	-0.1
> O=C(NCc1ccccn1)c1cc(S(=O)(=O)N2CCCC2)ccc1F
→ -7	-5	0.9	-0.1
> CCS(=O)(=O)c1cc([N+](=O)[O-])c(Br)s1
→ -8	-1	-0.5	-0.2
> OCCNc1nc(-c2ccccc2)c(-c2ccccc2)s1
→ 8	-8	1.2	-0.1
> Cn1c(O)c(C=Nc2ccccc2)c(=O)[nH]c1=S
→ -12	0	2.4	-0.1
> COc1ccc(CCNc2ncnc3nc(-c4cccc(C(C)=O)c4)[nH]c23)cc1
→ -6	-12	-0.5	-0.1
> CC(C)C(=O)NCC1CCC2(CCN(Cc3ccccc3Cl)CC2)O1 (configuration not stated)
→ 3	2	0.4	0.2
> Cc1nc2ccccn2c1P(=Nc1cc(Cl)ccc1Cl)(N(C)C)N(C)C
→ -5	-12	0.1	0.0
> COc1cc(C(=O)Nc2ccc(C)cn2)c([N+](=O)[O-])cc1OC
→ 24	-8	2.6	0.9
> O=S1(=O)CC2SC(=S)N(c3cccc(Br)c3)C2C1 (configuration not stated)
→ 5	0	-0.3	0.4
> CC(Oc1ccccc1)C(=O)Nc1nnc(-c2ccc3c(c2)OCO3)s1 (configuration not stated)
→ 13	2	-0.2	0.1
> CC1CC2(C)Oc3ccccc3C3OCC1(COC(=O)Nc1ccccc1)C(C)C32 (configuration not stated)
→ -5	5	4.7	-0.1
> Cc1ccc(C)n1-c1ccc(-c2ccn[nH]2)cc1
→ -3	-13	0.4	-0.1
> Cn1cc([N+](=O)[O-])c(C(=O)Nc2ccc(-c3ccccc3)cc2)n1
→ 1	-42	-2.0	0.0
> C=CCOc1ccc(/C=C2/N=C(C)C(C(=O)OCC)=C2O)cc1OC
→ -8	-2	0.7	-0.1
> Cc1cccc(CN2CCN(Cc3c(C)nn(C)c3Cl)CCC2=O)c1
→ -2	-6	1.9	-0.1
> COc1ccc(NC(=O)c2ccc(CNc3c(NC4CCCCC4)c(=O)c3=O)cc2)cc1
→ -4	-5	1.1	0.1
> Cc1ccc(-n2ncc3c(NC(C)(C)C)ncnc32)c(C)c1
→ -6	-47	0.8	-0.1
> O=C(NCc1cccnc1)C1CN(C(=O)c2ccc(F)c(F)c2)C1
→ -3	-4	-0.9	0.1
> CN(Cc1cccnc1)C(=O)CNC(=O)c1ccc(Cl)cc1Cl
→ 10	6	1.3	-0.1
> O=c1c2cn[nH]c2nc(SCc2cc(=O)n3ccccc3n2)n1-c1ccc(Br)cc1
→ -4	18	0.1	-0.1
> O=C(CSc1nnc(-c2ccco2)n1-c1ccccc1)Nc1cccc([N+](=O)[O-])c1
→ 9	4	-2.3	0.0
> O=C(Cc1ccc(NS(=O)(=O)c2ccc3c(c2)CCCC3)cc1)N1CCOCC1
→ 7	15	1.0	-0.1
> Cc1cccc(NC(=O)NC2(C)CCS(=O)(=O)C2)c1 (configuration not stated)
→ 4	4	0.1	0.1
> COc1ccc(CN2C(=O)NC(=O)/C(=C\C=C\c3ccco3)C2=O)cc1
→ 5	4	-0.6	-0.4
> COCCNC(=O)C(c1ccco1)N(C(=O)Cn1nnc2ccccc21)c1ccccc1C (configuration not stated)
→ -1	-3	-0.5	-0.2
> Cc1ccc2c(c1)CC(=O)NC21CCN(CC2CC2)CC1
→ -8	4	1.3	0.3

# (continued)
# Under each structure: MITF inh	TEAD-YAP inh	GPR151 activ	FBW7 act
> CCc1cc(=O)[nH]c(NC2CCN(S(=O)(=O)c3ccccc3C(F)(F)F)CC2)n1
→ -7	0	-0.3	-0.2
> C=CCNc1nc(Nc2ccc(Cl)cc2)nc(N2CCOCC2)n1
→ -10	-36	0.6	-0.1
> Cc1cc(NCc2ccccc2)nc(N2CCc3ccccc3C2)n1
→ 13	-15	4.8	0.0
> O=[N+]([O-])c1c(NCCc2ccccc2)ccc2nonc12
→ -1	-19	-0.5	-0.3
> N#CCSc1nc2ccc(Br)cc2c2nc3ccccc3n12
→ 13	2	-0.9	0.1
> CCCC(=O)Nc1ccc(C(=O)N2CCc3ccccc3C2)cc1
→ -5	2	-0.2	0.4
> COC(=O)CN1C(=O)C2(C(C#N)=C(N)Oc3n[nH]c(-c4cc(OC)c(OC)c(OC)c4)c32)c2ccccc21 (configuration not stated)
→ 10	9	-1.8	0.2
> Cc1cc2nn(-c3ccccc3)nc2cc1NC(=O)c1ccc([N+](=O)[O-])c(C)c1
→ 1	2	0.0	-0.1
> c1ccc(OCCNc2nc(NCCN3CCOCC3)nc3nc[nH]c23)cc1
→ -5	-1	-0.7	0.0
> CSCCC(NC(=O)COc1ccccc1)C(=O)NCCc1ccc(F)cc1 (configuration not stated)
→ 0	-2	-1.3	0.0
> CSc1ccccc1NC(=O)Cc1cc(-c2cc3ccccc3o2)on1
→ 6	-2	-0.9	0.0
> O=C(NCC(O)CO)c1cnccc1Nc1ccc2[nH]ncc2c1 (configuration not stated)
→ 10	7	0.3	-0.1
> Cc1nc2c(C(=O)NCC3CCCO3)cnn2c(C)c1Cc1cccc(Cl)c1 (configuration not stated)
→ 6	5	-0.1	0.0
